High-throughput results from PubChem.
GLS inh: glutaminase GLS (human) inhibition | O94925 | GLS enzymatic activity, qHTS titration | Potency, µM (titrated, usually from 45.5 µM), without a hit: at the highest dose activity change, negative = inhibition, hits mostly inhibitors | 0.21% of 410,000 active | AID 624170; active = well fitted inhibition curve with a large enough effect
Target sequence (O94925 whole entry, looked up): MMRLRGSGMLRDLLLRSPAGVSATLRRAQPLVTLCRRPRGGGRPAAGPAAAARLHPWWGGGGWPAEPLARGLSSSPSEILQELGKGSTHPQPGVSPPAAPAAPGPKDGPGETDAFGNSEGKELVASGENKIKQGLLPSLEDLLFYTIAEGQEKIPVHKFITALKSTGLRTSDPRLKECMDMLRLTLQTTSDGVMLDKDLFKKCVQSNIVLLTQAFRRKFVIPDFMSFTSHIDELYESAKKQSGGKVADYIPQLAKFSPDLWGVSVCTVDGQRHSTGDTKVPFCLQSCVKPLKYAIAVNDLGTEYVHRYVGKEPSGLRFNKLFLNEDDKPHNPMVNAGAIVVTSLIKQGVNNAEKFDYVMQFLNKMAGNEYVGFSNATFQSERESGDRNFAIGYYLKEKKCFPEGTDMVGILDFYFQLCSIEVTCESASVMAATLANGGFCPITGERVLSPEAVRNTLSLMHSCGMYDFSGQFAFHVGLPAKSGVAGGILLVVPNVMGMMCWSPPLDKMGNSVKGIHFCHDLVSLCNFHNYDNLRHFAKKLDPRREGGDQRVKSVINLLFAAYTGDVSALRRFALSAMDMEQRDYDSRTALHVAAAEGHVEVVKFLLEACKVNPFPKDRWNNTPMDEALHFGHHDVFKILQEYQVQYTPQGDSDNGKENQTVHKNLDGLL
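Coupled fluorescence readout: glutamate oxidase/HRP/Amplex Red detect glutamate formed by hKGA from L-glutamine (1 mM solution added). Buffer 45 mM KH2PO4 pH 8.2, 0.02% Tween-20; reads at t0 and 30 min RT.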
Active calls of the source: *; [ ] = remark or other dose. % is set by controls: 0 for no effect and ±100 for the full control effect; potency is the fitted concentration of half-maximal effect. Only part of the results is shown; rates above refer to the full screens.

GLS inh	Structure
0%	COCCN1C(=O)COc2ccccc2C1C(=O)NC1CCCC1 (configuration not stated)
18%	COC(=O)c1ccc(CNC(=O)CC[C@H]2O[C@@H](n3cc(C)c(=O)[nH]c3=O)C[C@@H]2O)cc1
3%	COCCCNC(=O)c1cccc2c(-c3cccc(C(N)=O)c3)coc12
-6%	COC(=O)c1ccccc1COc1cccn2c(N(C)C(=O)CCC3CCCC3)c(C)nc12
18%	O=C(CNC(=O)OCc1ccccc1)NCC(=O)NC(Cc1c[nH]c2ccccc12)C(=O)O (configuration not stated)
1%	CCCNC(=O)C1(C)CCCN(CC(=O)c2ccc3c(c2)OCCO3)C1 (configuration not stated)
3%	CCC1OC(C(C)C)Cc2[nH][nH]c(=O)c21 (configuration not stated)
0%	CC(=O)C1=CCC(c2ccc(Br)cc2)N(S(=O)(=O)c2ccc(C)cc2)C1 (configuration not stated)
-16%	COc1ccc([C@H]2CC(=O)C[C@@H](CCn3cc(-c4ccccc4)nn3)O2)cc1
-3%	CC[C@H](C)[C@@H]1OC(=O)[C@@H](C)[C@@H](CC)NC(=O)[C@H](C)N(C)C(=O)C(C)(C)C(=O)C(C)NC(=O)[C@H](Cc2ccccc2)N(C)C(=O)[C@H](C(C)C)N(C)C(=O)CNC(=O)[C@H](CC(C)C)N(C)C(=O)CNC1=O (some centres not stated)

(listing goes on)
GLS inh	Structure
11%	CCc1nc2ccc(C(=O)N3CCN(C(=O)c4ccco4)CC3)cn2c1N(C)Cc1cccs1
-4%	CCCCN(C=O)c1c(CC)nc2c(OCc3ccccc3C)cccn12
13%	CC1(C(=O)NS(=O)(=O)c2ccccc2)CCN1C(=O)CC1CCCCC1 (configuration not stated)
2%	COc1cc(-c2c(CCO)sc3ccccc23)cc(OC)c1OC
1%	O=C(NC1CCCC1)C1c2ccccc2OCC(=O)N1Cc1ccc2c(c1)OCO2 (configuration not stated)
5%	Cc1ccc(CN2C(=O)c3ccccc3C2c2nnnn2-c2c(C)cccc2C)cc1 (configuration not stated)
6%	O=C(Nc1ccc2c(c1)OCO2)c1cc(C2CCCCN2C(=O)c2ccc(Cl)cc2)on1 (configuration not stated)
4%	O=C(NCc1ccccc1Cl)c1csc(COCCO)n1
4%	O=C(NCc1cccnc1)c1cc(C2CCCCN2S(=O)(=O)c2ccccc2)on1 (configuration not stated)
9%	NC(c1ccccc1)c1csc(NC(=O)NCCc2ccccc2)n1 (configuration not stated)

Structural class: the compounds so far with an NH in an aromatic ring.
GLS inh	Structure
18%	COC(=O)c1ccc(CNC(=O)CC[C@H]2O[C@@H](n3cc(C)c(=O)[nH]c3=O)C[C@@H]2O)cc1
18%	O=C(CNC(=O)OCc1ccccc1)NCC(=O)NC(Cc1c[nH]c2ccccc12)C(=O)O (configuration not stated)
3%	CCC1OC(C(C)C)Cc2[nH][nH]c(=O)c21 (configuration not stated)

(listing goes on)
GLS inh	Structure
0%	COc1cc2[nH]c(C)c(-c3ccccc3)c(=O)c2cc1Cl
-12%	OC(c1ccc(F)cc1)c1nc(/C=C/c2ccccc2)cs1 (configuration not stated)
-6%	CC1(C(=O)Nc2ccc3c(c2)OCO3)CCN1C(=O)CCC1CCCC1 (configuration not stated)
-3%	C(=C\c1ccccc1)/CN1CCN(C(c2cccs2)c2nnnn2-c2ccc3c(c2)OCCO3)CC1 (configuration not stated)
7%	COCCCNC(=O)C[C@@H]1C[C@@]2(C(=O)OC)CCCCC=C2N(Cc2ccco2)C1=O
2%	CCCN1C(=O)CC(c2ccc(OC)c(OC)c2)C1=O (configuration not stated)
-5%	COc1ccc(NC(=O)C2(C)Cc3c(-c4ccc5c(c4)OCO5)ccnc3O2)cc1 (configuration not stated)
-4%	CN(C)CCN1CCN(C2CN(Cc3cn(Cc4ccccc4)nn3)S(=O)(=O)C2)CC1 (configuration not stated)
-5%	Cc1ccc(F)cc1C(=O)N1CCCCC1c1cc(C(=O)Nc2ccccc2)no1 (configuration not stated)
28%	COc1ccc(C=C2SC(=S)N(CCCC(=O)Nc3ccc(C(=O)O)c(O)c3)C2=O)cc1OC

The list continues.
GLS inh	Structure
5%	O=C(/C=C/[C@H]1O[C@@H](n2ccc(=O)[nH]c2=O)[C@H](O)[C@@H]1O)NCCc1c[nH]c2ccccc12
-15%	CCCOc1ccc(F)cc1-c1cc(C(=O)Nc2ccc(C)c(NS(C)(=O)=O)c2)[nH]n1
16%	COC(=O)[C@]12CCCCC=C1N(Cc1cccc3ccccc13)C(=O)[C@H](CC(=O)N1CCC(c3ccccc3)CC1)C2
1%	CC(C)CN1CCC1(C)C(=O)Nc1cccc(C#N)c1 (configuration not stated)
6%	CC(=O)Nc1cccc(-c2ccnc3c2CC(C)(C(=O)Nc2ccccc2)O3)c1 (configuration not stated)
17%	O=C(NCCc1c[nH]c2ccccc12)c1[nH]c(C(F)(F)F)nc1-c1ccccc1
1%	COc1ccc(NC(=O)C2(C)Cc3c(-c4ccccc4)ccnc3O2)cn1 (configuration not stated)
3%	OC(Cc1ccccc1)c1ncc(-c2ccc(Cl)cc2)[nH]1 (configuration not stated)
6%	CCN(CC)c1ncnc2c1ncn2[C@H]1CN(Cc2cccs2)C[C@@H](CO)O1
0%	CCOC(=O)C1CCCN(C(=O)c2cc(C)oc2C)CC1 (configuration not stated)

Further compounds follow:
GLS inh	Structure
-4%	O=C(Nc1ccccc1)C1Cc2c(-c3ccc(Cl)cc3)ccnc2O1 (configuration not stated)
-3%	COc1cc(-c2coc3c(C(=O)NCc4ccccc4)cccc23)ccc1O
-1%	Cc1ccc2nc(-c3ccc(Cl)cc3)c(Cc3ccccc3C(F)(F)F)n2c1
7%	CCCS(=O)(=O)NC(=O)C1(C)CCN(C(=O)c2ccnc(Cl)c2)C1 (configuration not stated)
4%	Cc1nc(C(F)(F)F)ccc1C(=O)N1CCCC(C)(C(=O)O)C1 (configuration not stated)
28%	CN1CCN(c2ccc(CNC(=O)C3Cc4c(-c5cccc(F)c5)ccnc4O3)cc2)CC1 (configuration not stated)
1%	Cc1ccc2c(c1)CCCO[C@]21O[C@H](CCO)C[C@H](O)[C@H]1O
4%	CCC1(C2C=COC=C2)NC(=O)NC1=O (configuration not stated)
9%	CCCNC(=O)C1(C)CCCN(Cc2ccccc2N(C)C)C1 (configuration not stated)
8%	COc1ccc(C(NC(=O)C2CCN(CCOc3ccc(F)cc3)CC2)c2cccs2)cc1 (configuration not stated)

Following part.
GLS inh	Structure
6%	CN(C)C1CN(Cc2cn(Cc3ccc(Cl)cc3)nn2)S(=O)(=O)C1 (configuration not stated)
4%	Cc1c(C(=O)NCc2cccc(C(F)(F)F)c2)sc(=O)n1Cc1ccccc1F
-17%	COCC(O)Cn1ccnc1N=Nc1ccccc1 (configuration not stated)
5%	CC(=O)Nc1cccc(-c2ccnc3c2CC(C(=O)NCCc2ccccc2)O3)c1 (configuration not stated)
-3%	O=C(Nc1ccccc1Cl)c1cc(C2CCCN(S(=O)(=O)c3cccs3)C2)on1 (configuration not stated)
1%	COc1ccc(N2CCN(c3cc(C(=O)Nc4cc(OC)c(OC)c(OC)c4)ncn3)CC2)cc1OC
31%[activator]	CCCCn1nnnc1C(c1ccccc1)N1CCN(c2ccc(C)cc2)CC1 (configuration not stated)
0%	COc1ccc(S(=O)(=O)NC(=O)C2(C)CCN2C(=O)COc2ccc(Cl)cc2)cc1OC (configuration not stated)
2%	COc1ncccc1-c1cc2nc(NCCCN(C)C)n(C)c(=O)c2s1
-6%	Cc1cc(C)cc(C(O)c2ncc(-c3cccc(F)c3)[nH]2)c1 (configuration not stated)

(more compounds)
GLS inh	Structure
5%	CC(=O)NC(C)(c1ccccc1)c1nc(-c2cccc(C(F)(F)F)c2)cs1 (configuration not stated)
9%	O=C(O)/C=C(/CC(=O)O)C(=O)O
0%	COc1ccc(OC)c(CN2C(=O)c3ccccc3C2c2nnnn2C(C)C)c1 (configuration not stated)
-5%	CCCC(=O)N1CCCC(c2cc(C(=O)NCc3ccccc3)no2)C1 (configuration not stated)
22%	Cc1cc(C)n2c(Nc3ccc4c(c3)OCCO4)c(-c3cc4ccccc4o3)nc2n1
3%	FC(F)(F)c1ccccc1Cc1c(-c2cccc(Cl)c2)nc2ccc(Cl)cn12
22%	COc1cccc(NC(=O)c2ccc3nc(C)c(N(C)Cc4ccc(NC(C)=O)cc4)n3c2)c1
4%	COc1c(C)cc(C(O)c2ncc(-c3cccc(C(F)(F)F)c3)[nH]2)cc1C (configuration not stated)
22%	Cn1c(=O)c2cc(NC(=S)NC3CCCCC3)ccc2n1-c1ccccc1
-12%	CC(C)NC(=O)N1Cc2cc(C(=O)NC3CCC3)nc(-c3cccc(-c4cncnc4)c3)c2[C@H]1CCO

In the list so far, 4 have a COOH group:
GLS inh	Structure
18%	O=C(CNC(=O)OCc1ccccc1)NCC(=O)NC(Cc1c[nH]c2ccccc12)C(=O)O (configuration not stated)
28%	COc1ccc(C=C2SC(=S)N(CCCC(=O)Nc3ccc(C(=O)O)c(O)c3)C2=O)cc1OC
4%	Cc1nc(C(F)(F)F)ccc1C(=O)N1CCCC(C)(C(=O)O)C1 (configuration not stated)
9%	O=C(O)/C=C(/CC(=O)O)C(=O)O

Later entries.
GLS inh	Structure
4%	COCCCNc1ccn2nc(-c3ccc(Cl)cc3)cc2n1
-13%	CC(C)N1CC(=O)N2CSCC2C1=O (configuration not stated)
0%	COc1ccc(S(=O)(=O)N2CCC3CC2c2cc(-c4ccc5c(c4)OCO5)ccc23)cc1 (configuration not stated)
6%	Cc1c(C(=O)NCCC#N)sc(=O)n1Cc1ccc(C(=O)N(C)C)cc1
12%	Nc1ccccc1C(=O)NN=Cc1cccc([N+](=O)[O-])c1
6%	C=CCNc1ncnc2c1ncn2[C@H]1CN(Cc2cc(OC)c(OC)c(OC)c2)C[C@@H](CO)O1
-12%	Cc1c(C(=O)NCc2cccc(Cl)c2)sc(=O)n1Cc1cccc(F)c1
16%	NC(c1ccccc1)c1csc(NC(=O)Nc2ccccc2Oc2ccccc2)n1 (configuration not stated)
7%	Cc1cccnc1C1=NOC(Cc2ccccc2)C(=O)N1C (configuration not stated)
5%	C[C@@H]1CNC(=O)c2c(C(=O)NC3CCN(C(=O)OC(C)(C)C)CC3)ncn21

For reference, 7 of the compounds above.
GLS inh	Structure
0%	COc1ccc(S(=O)(=O)N2CCC3CC2c2cc(-c4ccc5c(c4)OCO5)ccc23)cc1 (configuration not stated)
6%	Cc1c(C(=O)NCCC#N)sc(=O)n1Cc1ccc(C(=O)N(C)C)cc1
12%	Nc1ccccc1C(=O)NN=Cc1cccc([N+](=O)[O-])c1
6%	C=CCNc1ncnc2c1ncn2[C@H]1CN(Cc2cc(OC)c(OC)c(OC)c2)C[C@@H](CO)O1
-12%	Cc1c(C(=O)NCc2cccc(Cl)c2)sc(=O)n1Cc1cccc(F)c1
16%	NC(c1ccccc1)c1csc(NC(=O)Nc2ccccc2Oc2ccccc2)n1 (configuration not stated)
7%	Cc1cccnc1C1=NOC(Cc2ccccc2)C(=O)N1C (configuration not stated)

Other results
GLS inh	Structure
9%	CCCCc1c(-c2cccc(F)c2)ncn1CCc1ccccc1OC
-1%	Cc1ccc(NC(=O)CCC(=O)NN=Cc2ccc(C)o2)c(C)c1
-12%	CC1=C(C(=O)N(C)C)CC(CC(=O)NCC2CCCCC2)C(=O)N1Cc1ccc(F)cc1 (configuration not stated)
22%	C[C@@H]1CN([C@H](C)CO)C(=O)CCCn2cc(nn2)CO[C@H]1CN(C)C(=O)c1ccc(N2CCN(C)CC2)cc1
-13%	CCOC(=O)[C@]12CCC=C1N(Cc1cccc3ccccc13)C(=O)[C@H](CC(=O)NCCCOC)C2
1%	CCCNC(=O)C1(C)CCCN(Cc2ccc(-c3ccccc3)o2)C1 (configuration not stated)
-4%	O=C(Nc1ccncc1)c1cc(C2CCCCN2C(=O)CCCc2ccccc2)on1 (configuration not stated)
4%	CC(C)Oc1ccc(F)cc1-c1cc(C(=O)Nc2ccccc2)[nH]n1
4%	CC(C)C[C@H]1CN(CCCC[C@H]2CNC(=O)C(=O)N2Cc2ccccc2)C(=O)C(=O)N1CCc1ccccc1
6%	CCn1nccc1NC(=O)c1ccc2sc([C@@H]3O[C@H](CO)[C@H](O)[C@H](O)[C@H]3O)nc2c1

(cont.)
GLS inh	Structure
4%	COc1cccc(C(NC(C)=O)c2nc(-c3cnn(C)c3)cs2)c1 (configuration not stated)
11%	COc1ccccc1NC(=O)Nc1nc(C(N)CCc2ccccc2)cs1 (configuration not stated)
3%	CCCCNC(=O)C1(C)CCN1C(=O)CSc1ccccc1 (configuration not stated)
14%	CC(C)C[C@H]1CN([C@@H](Cc2ccccc2)CN2CCC[C@@H]2CN2C(=O)C(=O)NC[C@@H]2Cc2ccccc2)C(=O)C(=O)N1CC1CCCCC1
-17%	Cc1ccc(S(=O)(=O)N2[C@@H](c3cccc(Cl)c3)C(C(=O)OC(C)(C)C)=CC[C@H]2c2cccc(Cl)c2)cc1
0%	Cc1cccc(COC[C@H](CC(C)C)N2CCN(C(=O)c3ccc(C(F)(F)F)cc3)CCC2=O)c1
6%	O=C(C(=Cc1ccccc1)c1ccccc1)c1ccccc1
17%	O=CNc1cc(-c2cccc(O)c2)cn2c(-c3ccc(F)cc3)cnc12
-4%	COCCCNc1nccn2ccnc12
11%	CCOC(=O)C1=C[C@@H](c2ccccc2)N(S(=O)(=O)c2ccc(C)cc2)[C@H]1c1ccccc1Cl

New compounds follow.
GLS inh	Structure
-26%	Cc1cccnc1C(NC(=O)C1CCN(Cc2ccc3ccccc3n2)CC1)c1ccc(Cl)cc1 (configuration not stated)
-1%	CC1(Cc2cccc(F)c2)C(=O)Nc2ccc(OC(F)(F)F)cc21 (configuration not stated)
0%	COc1ccc(CNC(=O)c2[nH]c(C(F)(F)F)nc2-c2ccccc2)cc1OC
2%	O=C(NC(c1ccc(-c2ccccc2)cc1)c1cnccn1)C1CCN(Cc2cccc(C(F)(F)F)c2)CC1 (configuration not stated)
6%	COc1ccccc1Cc1c(-c2ccc(C)cc2)nc2cc(C)c(Br)c(C)n12
-7%	CCCNC(=O)C1(C)CCN(C(=O)Cc2ccc(OC)c(OC)c2)C1 (configuration not stated)
